Compound activity: PubChem, several laboratories
FXIIa inh = inhibitors of human coagulation factor XIIa; purified FXIIa, Boc-QGR-AMC fluorogenic substrate, 2 h; AID 800; inhibition, % at 5 µM; P00748; 220,000 tested, 0.3% active; in the data active means inhibition above about 40%;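 further: 0% = enzyme with no compound and 100% = blank without enzyme; many of its hits are not listed in these tables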
Target sequence (P00748 20-372 limits assumed): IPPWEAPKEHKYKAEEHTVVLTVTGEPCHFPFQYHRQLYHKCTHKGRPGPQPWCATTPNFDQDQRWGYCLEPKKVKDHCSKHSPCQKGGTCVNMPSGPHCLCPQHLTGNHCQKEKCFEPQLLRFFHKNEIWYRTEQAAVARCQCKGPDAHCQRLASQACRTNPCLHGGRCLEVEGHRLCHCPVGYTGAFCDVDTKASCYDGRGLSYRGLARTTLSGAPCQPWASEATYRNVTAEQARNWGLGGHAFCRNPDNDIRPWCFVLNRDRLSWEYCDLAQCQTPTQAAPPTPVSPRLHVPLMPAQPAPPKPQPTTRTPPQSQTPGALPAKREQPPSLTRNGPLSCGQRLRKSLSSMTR
Target sequence (P00748 373-615 limits assumed): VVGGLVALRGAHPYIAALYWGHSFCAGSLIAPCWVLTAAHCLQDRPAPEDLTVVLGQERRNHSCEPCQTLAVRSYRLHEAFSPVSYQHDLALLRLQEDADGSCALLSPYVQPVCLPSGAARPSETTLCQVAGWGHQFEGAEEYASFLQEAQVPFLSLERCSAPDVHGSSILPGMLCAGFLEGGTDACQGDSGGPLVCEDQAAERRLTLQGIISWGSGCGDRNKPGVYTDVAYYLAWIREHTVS
Calpain2 inh = blocks pig calpain II enzyme activity; inhibition, % at 16 µM; AID 1236; 220,000 tested, 0.37% active; purified calpain II, fluorogenic peptide substrate, 30 min;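 active means inhibition above about 50%, limit read from the data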
FXIa inh = inhibitors of human coagulation factor XIa. purified FXIa, Boc-Glu-Ala-Arg-AMC fluorogenic substrate. P03951. 220,000 tested, 0.14% active. inhibition, % at 5 µM. AID 798;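 active means inhibition of at least 40%; inactive means inhibition below 40%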;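 further: fluorescence of freed AMC excited at 355 nm; 0% = enzyme without compound and 100% = no enzyme blank; many of its hits are not listed in these tables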
KCC2 mod = modulators of human KCC2 chloride dependent transport; KCC2 cells, thallium flux FluoZin-2 fluorescence; Q9H2X9; B-score of Tl+ flux slope (higher = more flux/activation; lower = inhibition) at 10 µM; 190,000 tested, 2.2% active;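 active means thallium flux slope and its plate-corrected score both differing from the plate sample mean at a set confidence after two filtering rounds, in either direction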;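 further: slope of fluorescence scaled to starting intensity during 10 to 20 s after thallium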
Furin inhibitor = inhibitors of human furin; P09958; purified furin, fluorogenic substrate cleavage; inhibition, % at 30 µM; 220,000 tested, 0.061% active; AID 463115; in the data active means inhibition above about 25%; further: inactives centre near -15
thrombin 1536 = blocks human thrombin protease activity | alpha-thrombin, Boc-VPR-AMC fluorogenic substrate cleavage | inhibition, % at 5 µM | 220,000 tested, 0.26% active | AID 1046;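 active means inhibition at or above 40%; inactive means inhibition below 40%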;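 further: 0% = enzyme with no compound and 100% = wells without enzyme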
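Material: human alpha-thrombin enzyme / Medium: pH 7.5 Tris (50 mM) with NaCl 150 mM, Tween 20 0.05% / Compound: single-point dosing at 5 µM, 0.2% DMSO / Incubation: enzyme reaction carried out at room temperature / Detection: AMC fluorescence, 355/460 nm / Read-out basis: percent inhibition scaled between no-compound controls and no-enzyme blanks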
PERK inhibitor = blocks human PERK kinase | CHO PERK-DD fusion, SEAP luminescence translation reporter | inhibition, % at 5.6 µM | 220,000 tested, 0.17% active | AID 1416;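 active means inhibition above the mean inhibition of all tested compounds plus 3 SD, set separately per screening campaign, cut at about 2.9% in these data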;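 further: PERK kinase domain activated by AP20187 dimerizer at 100 nM; 0% = DMSO with dimerizer and 100% = rapamycin at 8.4 µM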
hK5 inh = kallikrein 5 (human) inhibition; Q9Y337; recombinant hK5, fluorogenic AMC substrate cleavage; inhibition, % at 5 µM; 210,000 tested, 0.59% active; AID 873;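 active means inhibition of 40% or more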;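 further: 0% = enzyme controls without compound and 100% = no-enzyme blanks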
Target sequence (Q9Y337 67-293 limits assumed): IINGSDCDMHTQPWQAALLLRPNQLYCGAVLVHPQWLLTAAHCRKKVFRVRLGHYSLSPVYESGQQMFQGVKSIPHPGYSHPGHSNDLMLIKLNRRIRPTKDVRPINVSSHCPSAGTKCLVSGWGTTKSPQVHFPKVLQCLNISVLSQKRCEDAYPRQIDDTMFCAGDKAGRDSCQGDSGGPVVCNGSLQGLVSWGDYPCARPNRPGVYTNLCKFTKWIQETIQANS
Rad51 HR inh = blocks human Rad51 in homologous recombination; 200,000 tested, 0.085% active; Q06609; hRad51 DNA strand exchange, fluorescence dequenching; inhibition, % at 10 µM;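 active means inhibition above 40% at the single screening dose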;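 further: 0% = DMSO control wells and 100% = blanks with heterologous ssDNA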
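Material: human Rad51–ssDNA filaments; Probe or stimulus: labelled 47-mer dsDNA for strand exchange; Doses: single 10 µM dose; Incubation: 37 °C 15-min filament assembly, 30-min compound preincubation, 15-min exchange; Technique: FRET fluorescence dequenching, excitation 485 nm, emission 520 nm; Measure: Fluorescence-based percent inhibition, control- and blank-normalised; Benchmarks: plate control and blank wells.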
* = called active by the depositor; i = inactive; · = no result given; [ ] = another dose, or the depositor's remark. Some of the compounds tested. The share of hits here may be higher or lower than overall.

Results follow in this order: FXIIa inh, Calpain2 inh, FXIa inh, KCC2 mod, Furin inhibitor, thrombin 1536, PERK inhibitor, hK5 inh, Rad51 HR inh
COc1ccc(N(CC(=O)N2CCN(C)CC2)S(=O)(=O)c2ccccc2)cc1OC
  2.0, -3.9, -4.1, ·, -12.3, -6.6, 0.5, -2.6, -1.9
Cn1nnnc1SCC(=O)NCCc1ccc(Cl)cc1
  12.6, 29.1, 6.6, 0.128, -22.0, 4.7, 0.9, -0.2, 1.9
Cn1c(=O)c2c(nc(CN3CCc4ccccc4C3)n2CCCO)n(C)c1=O
  13.3, -28.0, -3.0, ·, -21.3, -2.2, 0.1, 5.6, 2.5
COc1ccc(-c2nnc(SCC(=O)N3CCN(c4ccccc4)CC3)o2)cc1OC
  20.8, -8.5, 12.0, 0.194, -4.7, 1.3, 1.5, -2.5, ·
Cc1nc(SCC(=O)Nc2cccc(Cl)c2)n[nH]1
  2.3, 7.2, -9.7, -0.166, -18.0, -3.1, 1.1, -0.6, 9.0
CCOC(=O)c1cnn(Cc2ccccc2Cl)c1N
  11.2, -27.9, 3.8, ·, -17.0[20 µM], 0.2, 0.2, -0.7, -3.9
CCOC(=O)c1ccc(NC(=S)NCCCN2CCN(C3CCCCC3)CC2)cc1
  7.3, -17.1, -2.7, 0.683, -16.9, -12.4, 0.0, -0.6, 4.5
CS(=O)(=O)c1ccc2nc(NC(=O)C3CCCO3)sc2c1 (stereo not drawn)
  4.0, -60.9, -3.3, 0.476, -25.0, -7.3, 1.4, -4.3, 6.8
CC(=O)Nc1ccc(S(=O)(=O)N2CCCCC2c2cccnc2)cc1 (stereo not drawn)
  12.2, -16.4, -2.6, ·, -31.5, -1.9, 0.0, -4.0, -5.0
Cc1ccc(C(=O)Nc2cccc(C(=O)O)c2)cc1S(=O)(=O)N1CCOCC1
  10.5, 15.9, -10.6, ·, -6.5[20 µM], 1.6, 0.3, 0.2, 0.7
COc1ccc(C(CNC(=O)c2cccc(N(C)C)c2)N2CCCC2)cc1 (stereo not drawn)
  13.5, -64.5, -4.1, 1.05, -35.1, -8.3, 0.5, -8.2, -3.2
CSc1ccccc1-c1nnc(-c2ccccc2)o1
  6.7, -86.6, -4.5, ·, 5.9[20 µM], -3.8, -0.9, -8.4, -0.8
O=C(/C=C/c1ccc(F)cc1)NCc1cccs1
  4.5, 6.8, -3.6, -0.0941, -7.2, -8.2, 1.0, -25.4, 0.1
COc1ccc(NC(=O)C(OC)c2ccccc2)cc1Cl (stereo not drawn)
  5.4, -5.7, 6.2, -0.227, -19.4, -2.0, -0.2, -8.9, -4.4
Cc1cc(NS(=O)(=O)Cc2ccccc2)cc(C)c1OCC(=O)N1CCOCC1
  5.2, -23.4, 2.8, -0.277, -23.4[20 µM], 0.4, -0.6, -7.7, -0.3
CCCN(CCC)c1nc(N)nc(-c2cc(Cl)ccc2OC)n1
  6.4, -2.8, -4.0, 0.0637, -12.6[20 µM], -5.0, 0.2, -14.1, 8.6
CCCC(C)NC(=O)CSc1nnc(-c2c[nH]c3ccccc23)o1 (stereo not drawn)
  9.6, 33.0, 0.8, -3.38, 4.0, 20.8, -0.9, 27.9, -3.3
CC(C)OC(=O)c1c(F)c(F)c(N2CCOCC2)c(F)c1F
  8.0, 13.8, 0.1, ·, -12.5, 0.5, 0.3, 4.0, 1.8
O=C(OCC(=O)N1CCN(C(=O)c2ccco2)CC1)c1ccccc1
  3.8, -4.6, -4.5, 0.245, -12.9, -1.1, -0.1, -1.6, 2.4
Cc1cccc(Nc2nc3c(c(=O)n(C)c(=O)n3C)n2CC(O)CO)c1 (stereo not drawn)
  23.7, -0.7, 10.5, 0.405, -17.8, 2.8, -0.1, 7.1, -7.3
O=C(COc1ccc(Cl)cc1)OCc1csc(Nc2ccccc2)n1
  5.7, 40.1, 7.5, 0.12, -21.5, -6.7, 0.7, 3.2, -8.1
COc1ccc(CNC(=O)C2CCCN(c3nc4ccccc4o3)C2)c(OC)c1 (stereo not drawn)
  13.9, -3.1, -16.4, ·, -33.6, -2.0, -0.8, 1.6, -3.5
CCOc1ccc(CN(C(=O)c2oc3cc(C)ccc3c2C)C2CCS(=O)(=O)C2)cc1 (stereo not drawn)
  9.2, -9.0, 2.7, ·, -12.1[20 µM], 2.5, -1.8, 2.2, 3.4
Cc1cc(C)nc(NC2=NCC(=O)N2c2ccccc2)n1
  15.8, -9.3, 12.5, ·, -15.0[20 µM], -2.3, 1.0, 0.9, -7.8
COC(=O)c1cn(-c2ccccc2)c(=O)c2ccccc12
  4.4, 18.0, -3.1, -0.188, -24.8, -3.2, 0.8, -2.9, -2.9
Cc1ccc(-c2cc3nn(-c4ccccc4)c(N)c3c(=O)o2)cc1
  -0.8, -19.1, -2.8, -0.772, -8.7[20 µM], -1.0, -0.7, -10.1, 0.4
NS(=O)(=O)c1ccc(NC(=O)COC(=O)CCC2CCCCC2)cc1
  4.9, -7.5, 2.1, 1.59, -14.9, -5.5, 1.3, -8.2, 4.4
COCCn1c(C)cc(C(=O)CSc2nc(C)c(C)c(C)n2)c1C
  9.8, -27.7, -4.2, -0.0438, -16.3, -0.7, -0.3, -8.2, 3.6
CCOC(=O)C1(Cc2ccccc2)CCN(Cc2ccc(COC)o2)CC1
  7.1, -15.8, -2.0, ·, -7.0, -2.7, -0.6, 8.9, ·
COc1cccc(C(=O)N(c2ccc(C)cc2)C2C=CS(=O)(=O)C2)c1 (stereo not drawn)
  10.8, 2.6, -1.7, 0.161, -19.8, 14.4, -0.1, 2.1, 7.6

The closing 2 records of the part before lead into the next:
Results follow in this order: FXIIa inh, Calpain2 inh, FXIa inh, KCC2 mod, Furin inhibitor, thrombin 1536, PERK inhibitor, hK5 inh, Rad51 HR inh
CCOC(=O)C1(Cc2ccccc2)CCN(Cc2ccc(COC)o2)CC1
  7.1, -15.8, -2.0, ·, -7.0, -2.7, -0.6, 8.9, ·
COc1cccc(C(=O)N(c2ccc(C)cc2)C2C=CS(=O)(=O)C2)c1 (stereo not drawn)
  10.8, 2.6, -1.7, 0.161, -19.8, 14.4, -0.1, 2.1, 7.6
CC(=O)NCc1ccc(S(=O)(=O)N/N=C/c2ccccc2)cc1
  -3.4, 11.2, -5.9, 0.896, -6.4, -13.7, 0.1, -9.2, 8.6
Cc1ccc(-c2n[nH]c(=S)n2/N=C/c2c(C)nn(-c3ccccc3)c2C)cc1
  10.8, 33.6, 4.5, 2.01, -41.9, 1.4, -0.4, -6.8, 20.9
Cc1nonc1CN(C)C(=O)c1ccc(OC2CCN(C(=O)c3cccnc3)CC2)cc1
  13.8, 24.9, 2.7, 0.187, -25.1, 3.1, 0.1, ·, -2.7
O=C(NCc1cccnc1)c1noc2c1CCCCC2
  7.5, 8.2, -9.9, 0.746, -9.1, -2.9, 0.4, -1.8, -3.5
O=C1C2C3C=CC(C2C(=O)N1c1cccc(O)c1)C1C2C(=O)N(c4cccc(O)c4)C(=O)C2C31 (stereo not drawn)
  11.6, -35.7, 1.5, 1.03, -14.9, -6.1, 1.1, 6.3, 6.2
CC(C)CCNC(=O)Cn1c(=O)oc2cc(S(=O)(=O)N3CCc4ccccc43)ccc21
  14.7, -3.6, 1.3, -0.643, -20.9, 0.2, 0.2, -7.0, -0.4
O=C(O)C1CCCCC1C(=O)Nc1nc(-c2cccs2)cs1 (stereo not drawn)
  14.3, -15.1, -1.5, -0.228, -19.5[20 µM], -4.7, 0.1, -4.6, -5.1
COc1ccc(OC(=O)CCN2C(=O)C3C4C=CC(C4)C3C2=O)cc1 (stereo not drawn)
  6.0, 33.0, -1.1, 0.0894, -27.4, 0.8, 2.3, ·, ·
COc1ccc(-c2nc(C#N)c(NCCCN(C)C)o2)cc1OC
  8.8, i, 3.9, 1.19, -12.2[20 µM], 0.1, 0.8, 0.1, 3.8
O=C(CN(Cc1ccc(F)cc1)S(=O)(=O)c1ccccc1)N1CCCCC1
  9.8, -10.3, 1.5, -0.497, -13.7, 1.9, 0.0, -11.3, 6.8
C=CCNC(=S)N/N=C(\C)c1ccc(OC)cc1
  6.8, 28.3, 1.5, 2.92, -8.0, -3.8, 0.9, -10.1, 0.9
Cc1ccc(SCc2cc(=O)[nH]c(Nc3nc(C)c4ccccc4n3)n2)cc1
  7.0, -20.7, 13.9, -2.48, -13.0, -0.6, 0.8, -5.2, 8.3
O=C(CSc1ccccc1)NN1C(=O)c2ccccc2C1=O
  2.7, 32.8, -5.0, -0.183, -9.1, -0.3, 0.2, -3.6, -12.9
COc1cccc(-c2nnc(NC(=O)c3ccc(S(=O)(=O)N4CC(C)OC(C)C4)cc3)o2)c1 (stereo not drawn)
  4.7, i, -13.6, 1.33, -24.5, -2.9, 0.7, -51.1, ·
COc1ccc(N2C(=O)CC(Nc3ccc(F)cc3)C2=O)c([N+](=O)[O-])c1 (stereo not drawn)
  3.4, 20.2, -2.6, -1.31, -11.7, -1.8, 1.1, -27.3, 17.3
Cn1cnc(S(=O)(=O)Nc2ccc(C(F)(F)F)cc2)c1
  6.3, 11.2, 8.7, 0.0874, -9.7[20 µM], -6.8, -0.1, -2.6, -5.1
O=C(Nc1ccc(-n2nncc2-c2ccco2)cc1)c1cccc(F)c1
  18.8, -16.2, 5.1, ·, -10.2, 5.0, -1.1, -21.6, ·
COc1ccc2c(c1)C1=NN(/C(C)=C/C(C)=O)C(c3ccc(F)cc3)C1CC2 (stereo not drawn)
  5.0, -12.8, -4.2, 0.0309, 2.0, -3.1, 0.1, -15.0, -4.7
O=C(c1ccc(F)cc1)N1CCCCC(S(=O)(=O)c2ccccc2)C1=O (stereo not drawn)
  14.1, 7.0, 10.8, 1.04, -28.1, -0.6, 0.7, 10.2, ·
O=C(CSc1nnc(-c2ccccc2)o1)c1ccc2c(c1)OCCO2
  14.8, -1.3, -3.7, 0.566, -34.2, 2.8, 0.3, -4.8, -12.7
CCCOc1ccc(N2CC(C(=O)Nc3ccccc3C(=O)NCc3ccco3)CC2=O)cc1 (stereo not drawn)
  8.1, 12.4, 1.2, 0.00511, -20.7[20 µM], -1.3, -1.1, -10.6, -46.6
CCOc1ccc(-c2nnn(CC(=O)NCc3ccc(C)cc3)n2)cc1
  10.6, -21.6, 7.5, -0.21, -26.6, 7.1, 0.8, -0.2, -4.3
